sPLA2-III inh – human group III sPLA2 inhibitors, primary screen, biochemical, QFRET, BODIPY PC-A2 liposome substrate. inhibition, % at 12.2 µM. Group 3 secretory phospholipase A2 (Homo sapiens), Q9NZ20. hit rate 0.56% among 370,000. QFRET BODIPY PC-A2 liposome hydrolysis, fluorescence;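 active = inhibition above mean plus 3 SD of compounds lying within the high and low control bounds, cut at about 19% in these data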;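 note: 0% = median of test compound wells and 100% = no enzyme DMSO wells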
hgDAF12 agonist – H. glycines DAF-12 receptor agonists, primary screen, cell-based, luminescence, HEK293, GAL4 fusion, UAS-luciferase; HEK293 GAL4-hgDAF12 UAS-luciferase reporter, agonist luminescence; normalized to butyrate control; activation, % at 6.8 µM; hit rate 1.8% among 370,000;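 active = activation above a cutoff set at the mean of all screened compounds plus 3 SD, cut at about 10% in these data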;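 note: 0% = DMSO wells and 100% = sodium butyrate wells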
DAX1 inh-1 – DAX1 (NR0B1) inhibitors, primary screen, cell-based, HEK293, Gal4-DAX1, luciferase luminescence; hit rate 0.99% among 340,000; AID 504766, 2011; inhibition, % at 6.75 µM; HEK293 Gal4-DAX1 luciferase reporter;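 active = inhibition above the mean over all tested compounds plus 3 SD, cut at about 4.2% in these data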;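 note: 0% = DAX1-transfected cells with DMSO and 100% = empty-vector control cells with DMSO; inhibition shows as a rise in luminescence from relieved DAX1 repression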
DAX1 inh-2 – DAX1 (NR0B1) inhibitors on StAR promoter, primary screen, cell-based, luminescence, SF-1 (NR5A1), full-length DAX-1; HEK293T StAR-luciferase reporter, SF-1/DAX-1 repression relief; inhibition, % at 6.8 µM; hit rate 1.1% among 370,000; AID 652010, 2013;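 active = inhibition above the mean over all tested compounds plus 3 SD, cut at about 3.6% in these data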;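 note: 0% = DAX-1 cells with DMSO and 100% = cells lacking DAX-1 with DMSO; higher inhibition means more luminescence from relief of DAX-1 repression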
GC-B act – human GC-B receptor activators, primary screen, HEK293 GC-B cells, cGMP TR-FRET, EC30 CNP | AID 1920062, 2024 | 0% at EC30 CNP, 100% saturating CNP | hit rate 0.11% among 370,000 | Atrial natriuretic peptide receptor 2 (Homo sapiens), P20594 | activation, % at 10 µM;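 active = activation at 10 µM reaching about 35% in either raw or pattern-adjusted values, limit read from the data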
SMARCA2 act – SMARCA2 (BRM) function activators, primary screen, cell-based, luminescence, high throughput; MG213 cells, MMTV-luciferase reporter, dexamethasone, overnight; hit rate 1% among 370,000; activation, % at 9.1 µM; in the data active = activation above about 7.8%;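 note: 0% = vehicle wells and 100% = reference activator wells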
proKLK7 act – proKLK7 zymogen activators, primary screen, biochemical, fluorescence intensity. Kallikrein-7 (Homo sapiens), P49862. purified proKLK7, EDANS-DABCYL substrate fluorescence; 100% is mature enzyme control, 0% vehicle. activation, % at 7 µM. hit rate 0.9% among 370,000. AID 652039, 2013;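 active = activation above the mean of all tested compounds plus 3 SD, computed per campaign excluding outliers beyond control limits, cut at about 13% in these data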
FXN GAA850 act – FXN promoter activators, primary screen, cell-based, luciferase luminescence, HEK293 lucGAA850; hit rate 0.56% among 360,000; HEK293 lucGAA850 FXN promoter luciferase reporter, 24 h; percent of 10 µM SAHA response; activation, % at 6 µM;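 active = activation above the average of all compounds screened plus 3 SD, cutoff fixed separately per campaign, cut at about 7.5% in these data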;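 note: 0% = DMSO wells and 100% = 10 µM SAHA wells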
GC-A act – GC-A stimulated cGMP production enhancers – HEK293 GC-A cells, cGMP TR-FRET, EC30 ANP, primary screen; Atrial natriuretic peptide receptor 1 (Homo sapiens), P16066; 0% at EC30 ANP, 100% saturating ANP; activation, % at 10 µM; hit rate 0.14% among 370,000; AID 1671463, 2021; in the data active = activation above about 40%
Target sequence (P16066 whole entry, looked up): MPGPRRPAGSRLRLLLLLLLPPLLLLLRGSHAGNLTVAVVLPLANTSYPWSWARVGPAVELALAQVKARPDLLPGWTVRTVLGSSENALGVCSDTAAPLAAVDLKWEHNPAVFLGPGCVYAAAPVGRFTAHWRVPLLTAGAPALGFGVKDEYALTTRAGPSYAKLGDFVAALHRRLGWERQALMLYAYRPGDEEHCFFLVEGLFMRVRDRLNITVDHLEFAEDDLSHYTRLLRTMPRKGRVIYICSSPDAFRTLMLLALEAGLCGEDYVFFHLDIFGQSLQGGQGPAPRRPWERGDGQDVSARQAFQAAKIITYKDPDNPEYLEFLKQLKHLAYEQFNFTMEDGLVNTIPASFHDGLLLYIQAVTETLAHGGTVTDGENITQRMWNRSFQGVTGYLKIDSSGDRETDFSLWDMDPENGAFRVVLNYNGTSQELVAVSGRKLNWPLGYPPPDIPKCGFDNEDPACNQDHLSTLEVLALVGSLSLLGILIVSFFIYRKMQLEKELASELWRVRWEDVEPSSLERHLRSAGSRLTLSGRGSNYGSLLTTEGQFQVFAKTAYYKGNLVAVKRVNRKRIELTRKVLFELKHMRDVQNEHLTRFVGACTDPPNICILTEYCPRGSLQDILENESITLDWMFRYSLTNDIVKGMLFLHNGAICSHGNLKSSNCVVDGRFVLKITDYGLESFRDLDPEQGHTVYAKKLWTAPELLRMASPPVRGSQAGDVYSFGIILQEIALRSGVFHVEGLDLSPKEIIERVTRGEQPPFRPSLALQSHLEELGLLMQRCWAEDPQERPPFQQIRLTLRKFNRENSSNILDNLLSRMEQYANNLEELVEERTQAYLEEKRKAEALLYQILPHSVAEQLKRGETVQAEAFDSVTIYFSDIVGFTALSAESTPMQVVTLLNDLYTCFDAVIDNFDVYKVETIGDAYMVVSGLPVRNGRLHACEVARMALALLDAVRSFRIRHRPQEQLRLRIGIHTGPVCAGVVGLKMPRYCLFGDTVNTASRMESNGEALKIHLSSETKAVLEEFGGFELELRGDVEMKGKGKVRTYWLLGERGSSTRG
ssDAF12 agonist – S. stercoralis DAF-12 nuclear receptor activators, primary screen, cell-based, luminescence, HEK293, GRIP1 co-expression, lit1-tk-luc. activation, % at 6.8 µM. Nuclear hormone receptor DAF-12 (Strongyloides stercoralis). AID 652126, 2013. hit rate 1% among 370,000. HEK293 ssDAF-12/GRIP1 lit1-tk-luc reporter; % of 3 µM dafachronic acid response;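 active = activation above the mean over all tested compounds plus 3 SD, cut at about 0.9% in these data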;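 note: 0% = DMSO-only wells and 100% = 3 µM delta7-dafachronic acid wells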
hcDAF-12 act – H. contortus DAF-12 nuclear receptor activators, primary screen, cell-based, luminescence, HEK293, lit1-tk-luc reporter. HEK293 hcDAF-12 lit1-tk-luc reporter; 0% DMSO, 100% Δ7-dafachronic acid. activation, % at 6.8 µM. hit rate 1.4% among 370,000. AID 652067, 2013;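 active = activation above the mean of all tested compounds plus 3 SD, cut at about 5.5% in these data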;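 note: 100% = response to 3 µM Δ7-dafachronic acid high control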
* hit, by the source's call; x = no result given.

SMILES	sPLA2-III inh	hgDAF12 agonist	DAX1 inh-1	DAX1 inh-2	GC-B act	SMARCA2 act	proKLK7 act	FXN GAA850 act	GC-A act	ssDAF12 agonist	hcDAF-12 act
Fc1ccc(NCc2cccnc2)cc1	7	2.8	1.1	-0.8	x	3	-0.6	-0.3	x	-0.7	-2.0
O=C(NNC1CC(=O)N(c2ccc(Br)cc2)C1=O)c1cccs1 (configuration not stated)	-18	9.5	2.5	0.8	1	5	0.2	4.3	-2	-0.6	2.0
COc1ccc(NC(=O)Nc2nnc(-c3ccncc3)s2)cc1	-6	3.2	-1.1	-0.7	5	-2	0.1	-1.8	0	-1.6	-0.9
CN(C)S(=O)(=O)c1ccc(C(=O)NCc2ccc3[nH]c4c(c3c2)CCCC4)cc1	-28	0.4	-0.6	-4.3	4	2	4.4	-1.4	3	-0.7	-1.7
O=C(O)c1cccc(Nc2ccc([N+](=O)[O-])c3nonc23)c1	6	-0.2	0.4	0.0	3	-3	-0.7	-1.3	3	-0.5	-2.8
COC(=O)C1=C(C)NC(=S)NC1c1ccc(OCC(=O)N2CCCCC2)c(OC)c1 (configuration not stated)	12	0.7	0.2	-0.1	-7	-3	-0.2	-0.1	-2	-1.4	-0.7
Cc1cc(C)n(CCc2nc(-c3ccc(-c4ccccc4)cc3)cs2)n1	-11	3.7	-0.4	-0.7	-2	3	-0.5	0.9	1	-1.6	-0.7
CC(=O)Nc1ccn(-c2ccccc2)n1	3	4.7	3.9	0.6	-3	-1	-0.7	-0.3	1	-0.5	0.6
CCNC(=O)C1(C)CCCN1C(=O)c1cnc2ccccc2n1 (configuration not stated)	6	1.9	x	0.8	-2	-1	2.1	-0.1	4	-0.4	1.0
Cc1c(NC(=O)CSc2nnnn2-c2ccc(F)cc2)c(=O)n(-c2ccccc2)n1C	-5	1.7	0.4	-1.3	3	-3	-0.6	-1.6	0	-2.0	0.5
O=C(Nc1ccc(Cl)cn1)c1cc(S(=O)(=O)N2CCCCC2)ccc1Cl	-2	-1.0	1.0	-0.8	1	1	0.3	-1.8	0	-1.1	-0.1
CCOc1ccc(CCNC(=O)COC(=O)/C=C/c2ccccc2OC)cc1OCC	-5	0.9	1.4	-1.8	-4	1	0.6	-0.8	-2	-0.8	0.1
CCOC(=O)CNC(=O)c1c(C)nn(C)c1Cl	8	0.9	0.4	-0.2	8	2	1.2	1.0	-1	-1.1	-0.3
Cc1csc2nc(O)c(C(=O)NC3CCCCC3)c(=O)n12	2	3.2	1.8	2.4	-2	-2	0.3	0.2	-4	-1.0	-0.7
CCN(CC)c1nc(N)c([N+](=O)[O-])c(NCCO)n1	1	1.3	3.9	0.3	14	-1	0.6	4.6	15	-1.7	-0.9
O=C1c2ccccc2C(=O)N1N(c1ccccc1)c1ccccc1	6	1.0	1.5	-0.1	-9	-5	0.2	3.2	-1	-1.4	-0.6
COc1cnc(SCc2ccc(Cl)cc2Cl)nc1Cl	-1	2.1	3.3	-0.8	-1	3	0.3	-3.6	2	-1.0	-2.4
CNC(=S)N(CCc1ccc(OC)c(OC)c1)Cc1cc2c(C)cc(C)cc2[nH]c1=O	13	0.1	-0.9	-0.5	4	-3	0.1	-0.8	6	-0.9	-0.6
C=CCNC(=O)c1ccc(-c2cccc([N+](=O)[O-])c2)o1	3	7.9	-0.2	1.0	1	4	-0.6	5.4	6	-0.8	1.2
COc1ccc2c3n([n+]([O-])c2c1)CCN=C3c1ccc(C)cc1	2	3.0	1.1	-0.1	3	6	0.7	3.5	-3	1.1*	5.6*
COC(=O)C1=C(C(C)=O)C(c2ccc(C(=O)OC)cc2)n2nnnc2N1 (configuration not stated)	3	1.5	0.9	0.6	-1	-2	-0.4	0.0	0	-0.6	0.0
Cc1ccc(S(=O)(=O)N2CCC(C(=O)O)CC2)cc1	0	1.7	1.4	0.8	3	-2	-0.9	0.8	4	-1.7	-1.1
CCN(CC)C(=O)CN(c1ccc2c(c1)OCO2)S(C)(=O)=O	0	-0.1	1.1	-0.1	5	2	-0.2	1.2	2	-1.5	-0.8
Cc1c(C(=O)OCC(=O)Nc2ccc3c(c2)OCO3)cccc1[N+](=O)[O-]	7	0.0	-0.6	-0.4	2	-3	-0.9	1.8	2	-1.5	1.4
Cc1ccc2c(c1)N(CC(=O)NC1CCCc3ccccc31)C(=O)CO2 (configuration not stated)	3	1.0	-0.1	0.5	-10	-2	1.0	-0.9	0	-1.3	-0.9

Structures listed so far marked active in ssDAF12 agonist:
canonical_smiles,sPLA2-III inh,DAX1 inh-1,DAX1 inh-2,GC-B act,SMARCA2 act,proKLK7 act,FXN GAA850 act,GC-A act,ssDAF12 agonist,hcDAF-12 act
COc1ccc2c3n([n+]([O-])c2c1)CCN=C3c1ccc(C)cc1,2,1.1,-0.1,3,6,0.7,3.5,-3,1.1*,5.6*

The main list resumes, starting two compounds before the break.
SMILES	sPLA2-III inh	hgDAF12 agonist	DAX1 inh-1	DAX1 inh-2	GC-B act	SMARCA2 act	proKLK7 act	FXN GAA850 act	GC-A act	ssDAF12 agonist	hcDAF-12 act
Cc1c(C(=O)OCC(=O)Nc2ccc3c(c2)OCO3)cccc1[N+](=O)[O-]	7	0.0	-0.6	-0.4	2	-3	-0.9	1.8	2	-1.5	1.4
Cc1ccc2c(c1)N(CC(=O)NC1CCCc3ccccc31)C(=O)CO2 (configuration not stated)	3	1.0	-0.1	0.5	-10	-2	1.0	-0.9	0	-1.3	-0.9
COc1ccc(C2CC(c3cccs3)=NN2S(C)(=O)=O)cc1OC (configuration not stated)	5	1.0	0.9	-1.0	2	-1	0.2	2.4	-1	-1.8	-1.0
CCCN(CCC)CC(=O)Nc1cccc2c1OCO2	-6	-0.3	1.0	-0.1	-3	-4	-0.2	-0.8	1	-1.4	-2.5
CCOc1c2c(nc3ccc(Cl)cc13)CCC2	-3	2.5	-0.2	-0.8	-2	-3	0.7	0.4	-5	-1.7	-2.2
CCOc1ccc(OCC)c(NS(=O)(=O)c2ccc3c(c2)n(C)c(=O)c(=O)n3C)c1	6	0.4	0.4	0.1	1	-3	0.4	3.4	3	-0.4	-0.9
CCOc1ccc(NC(=S)NCCCN2CCN(c3ccc(OC)cc3)CC2)cc1	11	-0.9	-0.4	-0.1	-1	-3	-0.2	0.2	0	-1.6	-2.8
COc1ccccc1N1CCN(C(=O)CSc2nnc3n2C(C)(C)Cc2ccccc2-3)CC1	-1	-6.9	-3.8	-2.1	5	-4	0.2	-7.8	1	-2.8	-4.5
CCN(CC)c1ccc(CN(C(=O)c2cc(OC)c(OC)c(OC)c2)C2CCS(=O)(=O)C2)cc1 (configuration not stated)	4	0.8	-0.2	0.1	2	2	0.3	2.2	-5	-1.4	-0.6
COc1ccc(-c2cnc3ccccc3n2)cc1NC(=O)CNC(=O)c1ccccc1	-2	5.7	0.5	2.7	2	3	0.2	0.8	3	1.2*	2.0
CCOC(=O)c1cc(C(C)C)sc1NC(=O)COC(=O)CCS(=O)(=O)c1ccccc1	-15	-1.2	-2.5	-0.7	-3	1	0.2	3.8	4	-1.5	-0.8
Cc1cc(=O)oc2cc(OCc3c(F)cccc3Cl)ccc12	-3	4.4	x	2.5	1	2	-0.2	x	-1	-0.5	-1.1
ClCc1nnc(-c2ccccc2)o1	11	-1.1	-1.4	-1.3	5	-2	-2.4	-5.1	7	-0.1	-0.5
O=C(Nc1cccc(S(=O)(=O)N2CCCC2)c1)c1ccccc1OC(F)F	-3	-0.1	-0.3	-1.8	5	-3	0.2	1.1	-2	-0.9	-1.6
O=C(NNC1CC(=O)N(c2ccc(Br)cc2)C1=O)c1ccco1 (configuration not stated)	-17	6.1	-1.8	1.2	-2	0	0.5	0.8	0	-0.7	0.7
COc1ccc(NC(=O)CC(Cc2ccc(Cl)cc2)C(=O)O)cc1 (configuration not stated)	0	1.9	3.2	0.5	2	1	-0.2	0.7	3	-1.2	0.3
C[C@H]1CN([C@@H](C)CO)C(=O)CCCn2nncc2CO[C@H]1CN(C)S(=O)(=O)c1ccc(F)cc1	17	-2.0	3.7	-0.7	0	-3	0.2	1.3	6	-1.1	-0.5
C/C(=N\Nc1ccc([N+](=O)[O-])cc1)c1ccc(C#N)cc1	5	0.3	-0.2	-0.5	-12	-4	-0.2	-1.5	2	-1.3	2.1
CCC1(C)Cc2ccccc2C(=O)N1 (configuration not stated)	-1	-1.2	0.2	0.6	4	1	-0.2	1.6	-1	-0.4	-0.6
CN(c1ccc(OCc2ccc([N+](=O)[O-])cc2)cc1)S(=O)(=O)c1ccccc1	-9	-0.9	-1.6	-0.3	-4	-2	-0.5	1.0	-2	-1.2	-2.6
O=C(Nc1ncccc1O)c1ccc2c(c1)OCO2	4	37*	4.1	17*	1	3	0.1	4.8	-1	-0.1	3.8
C/C(=N\Nc1ccc([N+](=O)[O-])cc1[N+](=O)[O-])c1ccc(-n2nncc2C(C)(C)C)cc1	5	-2.2	0.3	-0.1	3	3	0.7	0.5	4	-0.7	-1.5
C=CCn1c(NCc2ccccc2O)nc2ccccc21	-1	0.7	0.3	0.0	-12	1	-0.3	1.3	-16	-0.8	-0.7
N#Cc1ccccc1OCC(=O)OCC(=O)c1ccc[nH]1	-1	0.4	0.3	1.6	-3	1	0.3	2.4	2	-1.3	1.3
Cc1ccc(Cn2c(C)c3cnn(CC(=O)NCc4ccccn4)c(=O)c3c2C)cc1	-2	-4.1	0.0	1.0	6	1	0.1	-1.8	6	-2.0	-1.6
Cc1nn(C)cc1CNC(=O)CCC(=O)O	3	0.7	2.0	0.1	4	1	0.4	1.7	-7	-1.4	-0.6
C=CCNC(=O)Cn1nnc(-c2ccc(-c3ccc(OC)cc3)cc2)n1	1	6.0	0.1	-0.1	8	1	-0.6	4.8	0	-0.6	2.9
COC(=O)C1CCN(c2ccc([N+](=O)[O-])cc2)CC1	0	1.6	-0.2	-0.2	-5	-3	-0.5	0.5	-1	-0.3	-0.9
Cc1ccc(CNC(=O)C2CCN(C(=O)Nc3ccccc3)CC2)cc1	-6	0.7	-0.7	-0.2	1	0	-0.2	1.6	2	-0.6	-1.0
C[C@H](O)[C@@H]1CN2CCc3c([nH]c4c(-c5ccc6c(c5)OCO6)cccc34)[C@@H]2C[C@@H]1N(C)C(=O)NC1CCCCC1	-9	-2.6	x	-1.1	-2	-1	0.3	x	-4	-1.4	-1.1
COC(=O)c1ccc(-c2ncc(-c3cccc4ccccc34)o2)cc1	0	-2.0	0.2	0.3	1	-2	-28	6.3	2	-0.7	-0.2

Rows were taken by chance. About 6.7% of those tested had a hit in this group.
